GSH fluor: compound fluorescence on glutathione beads, profiling panel, artefact control, biophysical, 488/530 nm, flow cytometry; fluorescence (KMESF) at 10 µM; AID 1776, 2009; GSH beads flow cytometry, compound fluorescence 488/530 nm; hits give high values; actives 0.25% (n = 190,000); in the data active = fluorescence above about 89;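 also: glutathione beads carrying GST-tagged Bcl family fusion proteins plus one bare bead set; values are compound well signal with DMSO vehicle wells as background; inactives centre near 16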
RGS4-Gao reg: modulators of RGS4 binding to Galphao, primary screen, biochemical, multiplexed bead flow cytometry; Guanine nucleotide-binding protein G(o) subunit alpha (Homo sapiens), P09471; actives lie on both sides; binding response (% of control), % at 10 µM; actives 0.33% (n = 220,000); AID 1415, 2008; in the data active = binding response below about 49% or above about 150%; inactive = in between;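 also: fluorescent Galphao activated with aluminum fluoride binding bead-coupled RGS4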
Mcl1 Bid PPI: Mcl-1/Bid binding inhibitors, primary screen, biochemical, TR-FRET, 1536-well | Induced myeloid leukemia cell differentiation protein Mcl-1 (Homo sapiens), Q07820 | TR-FRET Mcl-1/Bid-Dy647 peptide binding | inhibition, % at 21.7 µM | actives 0.97% (n = 220,000);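 active = compounds that cut the binding signal by more than half at the single screening dose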;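 also: His-tagged Mcl-1 with europium anti-His antibody binding Bid BH3 peptide; 0% = Mcl-1 plus peptide wells and 100% = peptide-only wells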
Target sequence (Q07820 whole entry, looked up): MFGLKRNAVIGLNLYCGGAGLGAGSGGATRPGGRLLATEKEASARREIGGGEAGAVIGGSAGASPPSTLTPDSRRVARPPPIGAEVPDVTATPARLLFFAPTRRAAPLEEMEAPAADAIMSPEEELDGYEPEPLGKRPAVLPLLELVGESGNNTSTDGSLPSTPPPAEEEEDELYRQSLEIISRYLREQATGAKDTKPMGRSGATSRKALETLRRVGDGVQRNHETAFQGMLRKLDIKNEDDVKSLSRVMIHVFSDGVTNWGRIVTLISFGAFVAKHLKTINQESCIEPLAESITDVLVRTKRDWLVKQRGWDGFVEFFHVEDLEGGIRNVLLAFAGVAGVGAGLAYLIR
Bim-Bcl-2: inhibitors of Bim-Bcl-2 binding, primary screen, biochemical, multiplexed, human Bcl-2 family | Apoptosis regulator Bcl-2 (Homo sapiens), P10415 | Bead-based flow cytometry, Bim peptide-Bcl-2 binding | inhibition, % at 10 µM | actives 0.06% (n = 190,000); in the data active = inhibition above about 40%; inconclusive = no clear call, values can overlap the other calls;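 also: 0% = no compound wells with probe peptide and 100% = reference peptide inhibitor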
Target sequence (P10415 whole entry, looked up): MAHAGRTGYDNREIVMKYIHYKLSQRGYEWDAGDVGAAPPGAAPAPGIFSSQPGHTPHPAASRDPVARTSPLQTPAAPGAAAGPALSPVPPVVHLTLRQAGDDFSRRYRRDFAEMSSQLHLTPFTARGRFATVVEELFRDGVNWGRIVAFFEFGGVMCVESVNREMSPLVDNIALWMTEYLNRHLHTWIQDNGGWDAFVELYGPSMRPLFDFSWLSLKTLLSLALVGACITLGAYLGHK
RGS7-Gao: RGS7-Galphao binding modulators, primary screen, biochemical, multiplexed bead flow cytometry; AID 1439, 2008; Guanine nucleotide-binding protein G(o) subunit alpha (Homo sapiens), P09471; actives 0.35% (n = 220,000); binding response (% of control), % at 10 µM; actives lie on both sides; in the data active = binding response below about 49% or above about 150%; inconclusive = no clear call, values can overlap the other calls; inactive = in between;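 also: fluorescent Galphao held in activated GDP-AlF4 state binding bead-coupled RGS7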
Bim-Bcl-W: inhibitors of Bim binding to Bcl-W, primary screen, biochemical, multiplexed, bead-based flow cytometry | inhibition, % at 10 µM | actives 0.02% (n = 190,000) | Bcl-2-like protein 2 (Homo sapiens), Q92843 | Bim peptide-Bcl-W binding | AID 952, 2007;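 also: 0% = bound tracer without compound and 100% = peptide blocker; higher means less fluorescent Bim peptide bound to Bcl-W beads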
Target sequence (Q92843 whole entry, looked up): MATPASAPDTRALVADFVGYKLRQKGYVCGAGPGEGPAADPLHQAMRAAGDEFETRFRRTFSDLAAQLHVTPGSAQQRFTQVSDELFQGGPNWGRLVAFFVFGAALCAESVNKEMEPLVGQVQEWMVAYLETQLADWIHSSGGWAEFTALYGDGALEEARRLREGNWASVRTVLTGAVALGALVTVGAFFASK
RGS8-Gao reg: RGS8-Galphao binding modulators, primary screen, biochemical, multiplexed bead flow cytometry; AID 1423, 2008; actives 0.34% (n = 220,000); actives lie on both sides; response (percent of control binding), % at 10 µM; in the data active = response below about 60% or above about 140%; inactive = in between;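 also: Galphao activated as the GDP aluminium fluoride complex binding bead-coupled RGS8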
Bim-Mcl-1: inhibitors of Bim peptide binding to Mcl-1, primary screen, biochemical, bead-based flow cytometry, multiplex. inhibition, % at 10 µM. actives 0.1% (n = 190,000). Bim peptide-Mcl-1 binding. Induced myeloid leukemia cell differentiation protein Mcl-1 (Homo sapiens), Q07820;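 also: 0% = no compound tracer wells and 100% = peptide blocker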
Bcl-XL Bim block: inhibitors of Bim-Bcl-XL binding, primary screen, biochemical, multiplexed, bead flow cytometry, human Bcl-XL. Bim peptide-Bcl-XL binding, fluorescence. inhibition, % at 10 µM. Bcl-2-like protein 1 (Homo sapiens), Q07817. actives 0.04% (n = 190,000)
Bim-Bfl-1: inhibitors of Bim binding to Bfl-1, primary screen, biochemical, multiplexed, bead-based flow cytometry; Bcl-2-related protein A1 (Homo sapiens), Q16548; Bim-Bfl-1 binding inhibition; inhibition, % at 10 µM; actives 0.12% (n = 190,000); AID 1008, 2008;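 also: 0% = wells without compound plus tracer and 100% = blocker peptide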
Bcl-B Bim block: inhibitors of Bim-Bcl-B binding, primary screen, biochemical, multiplexed, human Bcl-2 family; Bcl-2-like protein 10 (Homo sapiens), Q9HD36; bead-based flow cytometry, Bim peptide-Bcl-B binding; inhibition, % at 10 µM; actives 0.073% (n = 190,000); AID 951, 2007;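 also: 0% = tracer peptide without compound and 100% = reference inhibitor peptide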
Target sequence (Q9HD36 whole entry, looked up): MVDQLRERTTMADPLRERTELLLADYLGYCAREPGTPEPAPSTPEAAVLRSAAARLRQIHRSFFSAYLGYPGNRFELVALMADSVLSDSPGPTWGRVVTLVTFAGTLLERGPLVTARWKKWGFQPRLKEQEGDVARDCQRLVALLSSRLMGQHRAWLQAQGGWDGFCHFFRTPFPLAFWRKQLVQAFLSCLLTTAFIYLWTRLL
The depositor's hits bear a star; ? = inconclusive. Rule as the data show it, unless noted: active = inhibition above about 40%.

SMILES	GSH fluor	RGS4-Gao reg	Mcl1 Bid PPI	Bim-Bcl-2	RGS7-Gao	Bim-Bcl-W	RGS8-Gao reg	Bim-Mcl-1	Bcl-XL Bim block	Bim-Bfl-1	Bcl-B Bim block
CS(=O)(=O)N(CC(=O)Nc1ccc2c(c1)OCO2)c1ccc2c(c1)OCO2	11	127	-20	4	112	2	113	-1	-3	0	1
Cc1ccc(C(=O)N/C(=C/c2cccnc2)C(=O)O)cc1	12	102	-19	-9	103	-5	103	-6	-8	-4	-7
COC(=O)c1cc(-c2c(C)oc3cc(O)ccc3c2=O)c(C)o1	19	100	-5	-6	103	-3	102	-6	-7	-16	-8
N#CC1=C(N)Oc2c(oc(CO)cc2=O)C1c1cccs1 (configuration not stated)	50	104	-66	-11	100	1	100	1	-7	-9	-5
CCn1nnc(NC(=O)c2cc3ccccc3o2)n1	24	100	2	-12	99	1	100	-1	-5	-16	-8
CCn1c(SCC(=O)N2CC(=O)Nc3ccccc32)nnc1-c1ccoc1C	260*	99	-33	-4	99	-1	99	-7	-29	-10	-7
CN1C(=O)/C(=N/OC(=O)c2ccccc2)c2ccccc21	51	95	-31	-1	102	2	89	-9	-20	3	2
CCCOC(=O)c1ccc(NC(=O)c2ccccc2[N+](=O)[O-])cc1	9	101	-7	-4	93	0	101	0	-3	-6	-4
C=CCOc1ccc(NC(=O)C(=O)NCCCn2ccnc2)cc1	20	96	-29	3	99	-2	98	-1	0	0	1
CN1CCN(C(=O)c2sc(=S)n(-c3ccccc3)c2N)CC1	18	97	-14	-10	119	-6	87	-14	-13	17	-44
Cc1ccc(-n2ncc(C#N)c2/N=C/N2CCCCCC2)cc1	24	104	-1	-4	103	2	100	-2	0	-8	-5
COc1ccc(S(=O)(=O)NNC(=O)c2csc(-n3nc(C)cc3C(F)(F)F)n2)cc1OC	46	99	-10	-6	98	6	99	1	0	-13	-3
Cc1ccc(C(=O)NC2CC3CCCC(C2)N3C(=O)NC2CCCCC2)cc1 (configuration not stated)	36	101	-8	13	101	2	102	4	3	0	10
O=C(COc1ccccc1[N+](=O)[O-])N/N=C/c1ccc(O)cc1	11	99	-13	-5	103	-1	100	0	-1	-13	-4
COc1ccc(C(=O)NC2CCSC2=O)cc1 (configuration not stated)	20	100	-16	8	99	-2	99	1	0	-1	-2
CN1CCc2c(sc3c2C(=O)NC(c2cccc(OC(=O)c4cccs4)c2)N3)C1 (configuration not stated)	27	109	-6	-9	110	-3	104	-1	-3	-10	-8
CC(Sc1nnc2ccccn12)C(=O)Nc1ccc(Cl)cn1 (configuration not stated)	12	97	-31	-2	101	2	97	2	4	0	5
O=C(CNc1ccc(Br)cc1)c1ccc(O)cc1	70	107	-20	0	105	-1	102	-1	0	3	-2
C#Cc1ccc([C@@H]2C=C(C(=O)N3CCOCC3)O[C@H](OCCCCO)C2)cc1	17	103	-11	-4	103	-2	102	0	-3	-2	-7
CCOC(=O)c1sc2c(c1C)C(c1cccs1)C1=C(CCCC1=O)N2 (configuration not stated)	17	102	3	0	99	-6	100	-5	-3	0	-6
CC(=O)c1ccc(NC(=S)NC2CCCC(C)C2C)cc1 (configuration not stated)	18	98	-37	-4	102	-1	100	-3	-6	-8	-8
Cc1ccc(Nc2nc(N)nc(CN3CCN(c4ccccc4F)CC3)n2)cc1	22	100	5	-12	96	-7	98	-8	-11	-21	-10
COc1ccccc1N1CCN(S(=O)(=O)c2ccc3c4c(cccc24)C(=O)N3C)CC1	31	-21*	5	-12	-3.9*	-5	16*	-4	-9	-14	-11
CCCCc1c(C)c(C#N)c2[nH]c3ccccc3n2c1=O	10	103	-13	-2	98	3	99	5	0	-3	-2
N#Cc1c(C(F)(F)F)cc(-c2ccccc2)nc1SCC(=O)Nc1sc2c(c1C#N)CCC2	26	97	-2	-12	98	-1	99	-4	1	-13	-12
CC(C)c1cc(NCCCN2CCOCC2)n2c(nc3ccccc32)c1C#N	26	98	-23	0	97	-3	100	-3	-6	4	-2
N/C(=N\OC(=O)N1CCOCC1)c1ccccc1	23	101	-30	0	102	0	104	0	1	-2	0
CCOC(=O)c1cnn(Cc2ccc(C)cc2)c1N	20	106	-26	0	105	0	100	2	-2	-4	-3
CCCCCCCCN=C1NC(=O)CS1	24	101	-6	-6	103	0	98	-7	1	-2	-4
Cc1cc(C(=O)N/N=C/c2cc([N+](=O)[O-])ccc2O)c2ccccc2n1	9	75	-36	-6	73	-7	95	-8	-7	-2	-7
CCCCn1cnc2c(cnn2-c2ccc(F)cc2)c1=O	26	101	1	-2	102	0	103	0	-2	0	-1
NC(=O)c1cccnc1Nc1ccccc1Cl	6	100	-22	-1	101	-2	105	-8	-5	-2	-7
COc1cc(-c2nc(-c3cccnc3)no2)cc(OC)c1OC	12	107	-30	2	104	-2	107	-1	-4	-2	-6
CCOC(=O)CC(=O)CSc1ncnc2c1nnn2-c1ccc(F)cc1	19	106	-37	-1	106	2	110	2	-3	-2	7
CC1=CC(=C(C#N)C#N)C=C(C)N1CCN1CCNCC1	14	99	-10	0	97	-1	103	-1	-1	-6	-6
Cc1c(C#N)c2ccccc2n1CC(=O)NCc1cccnc1	45	93	-3	-8	99	0	98	-4	-8	-14	-10
COc1ccccc1OCCN1CSC(=S)N(C)C1	19	99	-14	-2	98	0	102	-6	-1	0	-11
Fc1ccc(-c2nc3ccccc3c3nc4ccccc4n23)cc1	8	103	3	-14	104	-7	104	-2	-7	-8	-14
N#CC1=C(N)Nc2nc3ccccc3n2C1c1ccc(F)cc1 (configuration not stated)	11	92	9	-10	90	-9	99	-9	-9	-11	-14
COc1ccc(OCC(=O)NNC(=O)CCc2ccccc2)cc1	14	102	-9	-2	114	1	110	3	-4	-4	-5

Another view of 2 compounds above.
> CN1CCc2c(sc3c2C(=O)NC(c2cccc(OC(=O)c4cccs4)c2)N3)C1 (configuration not stated)
  GSH fluor = 27	RGS4-Gao reg = 109	Mcl1 Bid PPI = -6	Bim-Bcl-2 = -9	RGS7-Gao = 110	Bim-Bcl-W = -3	RGS8-Gao reg = 104	Bim-Mcl-1 = -1	Bcl-XL Bim block = -3	Bim-Bfl-1 = -10	Bcl-B Bim block = -8
> CC(Sc1nnc2ccccn12)C(=O)Nc1ccc(Cl)cn1 (configuration not stated)
  GSH fluor = 12	RGS4-Gao reg = 97	Mcl1 Bid PPI = -31	Bim-Bcl-2 = -2	RGS7-Gao = 101	Bim-Bcl-W = 2	RGS8-Gao reg = 97	Bim-Mcl-1 = 2	Bcl-XL Bim block = 4	Bim-Bfl-1 = 0	Bcl-B Bim block = 5

(cont.)
SMILES	GSH fluor	RGS4-Gao reg	Mcl1 Bid PPI	Bim-Bcl-2	RGS7-Gao	Bim-Bcl-W	RGS8-Gao reg	Bim-Mcl-1	Bcl-XL Bim block	Bim-Bfl-1	Bcl-B Bim block
Cn1cnnc1SCC(=O)c1c[nH]c2ccccc12	45	100	-10	-5	100	0	102	-1	-12	-8	-6
O=C(CSc1ncccn1)N/N=C/c1ccc(OC2CSC2)cc1	10	100	-1	-2	98	-1	103	-2	0	-6	-5
CC(C)(C)C(=O)NCCCc1nc2ccccc2n1CCCOc1ccc(Cl)cc1	27	101	2	-4	102	-2	102	-1	-1	-3	-1
COc1ccc(N2CCN(C(c3ccc4ncccc4c3)c3nnnn3C(C)(C)C)CC2)cc1 (configuration not stated)	11	105	-25	0	106	0	107	-1	0	4	-2
NC(=O)COC(=O)c1ccc(Oc2ccccc2)cc1	24	99	-22	-1	101	-2	99	-5	-2	-2	-1
CCCCCCCOc1ccc(OC(=O)c2cccnc2)cc1	10	90	-20	3	94	0	101	0	1	0	-1
COc1cc(C(=O)Oc2ccccc2/C=N/NC(=O)c2ccc(C)c(Cl)c2)cc(OC)c1OC	12	105	-2	0	103	-2	103	0	-3	-2	-4
CCOC(=O)CNC(=O)Cn1cnc2c(nnn2-c2ccc(F)cc2)c1=O	13	96	-10	-7	101	-4	92	-7	-5	-7	-3
Cc1nnc(C)n1/N=C/c1ccc2c(c1)OCCO2	26	96	2	-1	98	-1	98	0	-3	-1	-2
O=C(CCCc1c[nH]c2ccccc12)N1CCOCC1	16	101	-37	-3	106	-2	100	1	-1	0	0
COc1ccc(NC(=O)c2ccc(S(=O)(=O)N(C)C)cc2)cc1	9	100	-29	-1	99	-2	101	0	-2	-6	-2
COc1cc2nc(CN3CCN(S(=O)(=O)c4ccc(Cl)cc4)CC3)[nH]c(=O)c2cc1OC	15	99	-8	-3	102	0	101	0	2	-5	-2
O=C(O)c1cccc(S(=O)(=O)Nc2ccc3oc(=O)sc3c2)c1	22	92	2	-1	99	3	97	0	2	-2	-2
Cc1cccc(C(=O)O/N=C(\N)Cc2ccc([N+](=O)[O-])cc2)c1	19	102	-9	-2	102	-5	102	-8	-5	-2	-5
COC(=O)c1cc2occc2n1Cc1nc(-c2ccccc2Cl)oc1C	16	96	1	0	98	-3	99	-1	-5	0	-4
CCOC(=O)N1CCC(NC(=O)c2cc(C(=O)Nc3ccc(OC)c(OC)c3)ccc2CO)CC1	8	102	13	-4	101	0	104	0	-1	0	-1
CCCOc1ccc(-c2nc(=S)[nH][nH]2)cc1	35	104	-1	-5	108	1	100	-6	7	-3	-22
COC(=O)c1ccccc1NC(=O)Nc1ccc(Cl)cn1	19	100	-22	0	?	1	99	0	0	-4	-3
COCc1nc2ccccc2n1Cc1ccccc1Br	32	103	0	-11	100	0	103	-1	-13	-14	-8
CC(C)c1onc(C(=O)N2C(C)CCCC2C)c1[N+](=O)[O-] (configuration not stated)	10	99	-4	-4	99	-3	102	-6	-4	-3	-10
CC(=NCCc1ccccc1)C1=C(O)CSC1=O	15	105	-4	-3	105	-1	100	-2	2	0	0
COc1ccc(CCNC(=O)CSCc2ccc(F)cc2)cc1OC	17	106	-4	-4	106	-8	106	-3	-8	-10	-12
COc1ccc(CNC(=S)Nc2ccc3nc(N4CCOCC4)cc(C)c3c2)cc1	13	99	-39	0	102	0	101	3	-3	-2	-3
Cc1cccc2nc(CSc3nnnn3-c3ccccc3)cn12	7	95	20	-1	99	0	98	0	0	-6	-5
CC(C)C[C@H](NC(=O)c1nc[nH]c1C(=O)NCCCCCNC(=O)OC(C)(C)C)C(=O)OC(C)(C)C	18	101	0	1	100	-2	100	-3	0	4	6
COc1ccccc1NC(=O)NC(N)=O	24	100	-6	-7	97	0	102	0	-1	-10	-7
Cc1cc(NC(=O)CCCC(=O)O)nc(C)n1	6	102	7	2	100	1	103	0	2	0	1
C(=N\Nc1nn2cnnc2c2ccccc12)/c1ccco1	5	91	0	0	97	9	97	9	18	1	16

As entered above:
Value for `CC(=NCCc1ccccc1)C1=C(O)CSC1=O` under GSH fluor: 15
Value for `Cc1cccc2nc(CSc3nnnn3-c3ccccc3)cn12` under RGS8-Gao reg: 98
Value for `COc1ccc(CCNC(=O)CSCc2ccc(F)cc2)cc1OC` under Bim-Bfl-1: -10
